TNAP activation fold = human TNAP enzyme activators, primary screen, biochemical, luminescent, no phosphate acceptor, uHTS (AID 1001); purified TNAP, luminescent activation assay, no phosphate acceptor; higher activation fold means a stronger effect; activation fold at 20 µM, or EC50 in µM where a hit was titrated; actives 0.03% (n = 200,000); in the data active = activation fold from about 3, or a potency from the dose series; inactive = the rest, 99 in 100 with activation fold below about 1.6; note: many of its hits are not listed in these tables
West Nile virus CPE = West Nile virus antiviral activity, cell-based, CPE readout (AID 1621) | West Nile virus-infected cells, CPE inhibition; higher % means a stronger effect | actives 0.02% (n = 290,000) | CPE inhibition, % at 10 µM, or IC50 in µM where a hit was titrated; in the data active = a potency from the dose series; inconclusive = CPE inhibition mostly from about 3.7% at the one dose, without a potency; inactive = the rest, 99 in 100 with CPE inhibition below about 2.2%; note: strong numbers were not always called active
human PMI inhibitors = human PMI inhibitors, high substrate, primary screen, biochemical, fluorescence intensity, high mannose 6-phosphate (AID 1220). recombinant PMI enzyme, coupled fluorescence intensity; higher % means a stronger effect. inhibition, % at 20 µM; hits with a dose series show IC50 in µM. actives 0.66% (n = 190,000)
SV40 large T antigen = SV40 large T antigen inhibitors, biochemical (AID 1903); SV40 large T antigen ATPase/helicase inhibition assay; higher % means a stronger effect; one-dose inhibition, % at 20 µM; IC50 in µM for titrated hits; actives 0.39% (n = 310,000); in the data active = a potency from the dose series; inconclusive = inhibition mostly from about 32% at the one dose, without a potency; inactive = the rest, 99 in 100 with inhibition below about 32%; note: strong numbers were not always called active
RSV antiviral HEp-2 = RSV antiviral activity via CPE protection, HEp-2 cells, primary 10 µM value included (AID 2391) | HEp-2 cells, RSV-induced CPE inhibition; higher % means a stronger effect | CPE inhibition, % at 10 µM; hits with a dose series show IC50 in µM | actives 0.13% (n = 310,000); in the data active = a potency from the dose series; inconclusive = CPE inhibition mostly from about 23% at the one dose, without a potency; inactive = the rest, 99 in 100 with CPE inhibition below about 21%; note: strong numbers were not always called active
CSM14.1 death rescue = rescue of cells from ER stress-induced death, primary screen, 384-well, CSM14.1, thapsigargin, ATP luminescence (AID 1222); 190,000 tested, under 10 active; one-dose cellular ATP content (survival), % at 20 µM; EC50 in µM for titrated hits; CSM14.1 thapsigargin-induced death rescue, ATP luminescence; higher % means a stronger effect;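 active = EC50 below 50 µM in the dose-response confirmation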;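 note: death triggered by thapsigargin at about 15 µM added after 2 h compound pretreatment; cell ATP read after overnight thapsigargin exposure of roughly 18 to 22 hours; normalized against plate controls of thapsigargin alone and 5% DMSO vehicle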
human PMI inhibition = inhibitors of human PMI, primary screen, biochemical, fluorescence intensity, coupled assay (AID 1209); actives 0.42% (n = 190,000); one-dose inhibition, % at 20 µM; IC50 in µM for titrated hits; purified PMI enzyme, coupled fluorescence intensity; higher % means a stronger effect; Mannose-6-phosphate isomerase (Homo sapiens);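 note: plate controls were DMSO vehicle for no effect and wells lacking substrate for full effect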
Salmonella PhoP GFP = inhibitors of PhoP regulon expression, primary screen, Salmonella Typhimurium, GFP reporter (AID 1863). actives 0.16% (n = 300,000). S. Typhimurium PhoP-regulated promoter GFP reporter, 4 h; higher % means a stronger effect. inhibition, % at 50 µM; hits with a dose series show IC50 in µM;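 active = inhibition over 29.93%, a cutoff 3 SD above the screen mean, later confirmed by dose response; inconclusive = inhibition over 29.93% but no dose response follow-up; inactive = inhibition at most 29.93% or unconfirmed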;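 note: 0% = low Mg2+ inducing control and 100% = high Mg2+ repressing control; strong numbers were not always called active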
Ins promoter up = insulin promoter activators in MIN6 cells, imaging, high-content screening, mouse beta cells | MIN6 insulin promoter-GFP reporter; stronger effect = higher value | z-score at 5 µM | actives 0.3% (n = 190,000);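 active = z-score above 3 at 5 µM with at least 500 cells counted in the well; inconclusive = wells under 500 cells, flagged as cytotoxic or low count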
Ins promoter up cell count = also measured in Ins promoter up; calls as there; cell count; measured here: cytotoxicity, nuclei count;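 total cells summed across four imaged fields per well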
The depositor's hits bear a star; ? = inconclusive; nt = not tested or not shown. Cut-off read from the data, not from the text of the source, unless noted: active = inhibition above about 50%; inactive = the rest.

SMILES	TNAP activation fold	West Nile virus CPE	human PMI inhibitors	SV40 large T antigen	RSV antiviral HEp-2	CSM14.1 death rescue	human PMI inhibition	Salmonella PhoP GFP	Ins promoter up	Ins promoter up cell count
Cc1ccc(-n2nc3c(c2NC(=O)c2c(F)cccc2Cl)CS(=O)(=O)C3)cc1C	nt	-0.1%	nt	5%	2.4%	nt	nt	4%	nt	nt
O=C(CCCC(=O)Nc1cccnc1)Nc1cccnc1	1	-0.3%	-36%	8%	0.6%	-4.1%	-29%	4%	-0.2	1261
COC(CNS(=O)(=O)c1ccc(S(=O)(=O)N2CCCC2)cc1)OC	1	0.0%	10%	-19%	-0.2%	3.2%	11%	-3%	nt	nt
COc1ccc(-c2noc(-c3cccc(OC)c3OC)n2)cc1OC	1.2	0.4%	12%	10%	6.4%	-1.4%	20%	-7%	0.76	921
Cc1ccc(N2C(=O)C3C(C2=O)C(C(=O)c2ccc(Cl)cc2)N2CCCC32)cc1 (centres undefined)	1.1	-0.4%	-97%	10%	0.6%	-2.5%	-59%	-24%	0.46	877
COC(=O)c1cc(C)nc(N)c1C#N	1	-0.1%	8%	1%	0.9%	0.3%	4%	0%	-0.08	778
CN(c1ccccc1)c1nc(N)c([N+](=O)[O-])c(Nc2cccc(F)c2)n1	nt	0.1%	nt	26%	4.6%	nt	nt	1%	nt	nt
COc1cccc(N=c2oc3c(C)ncc(CO)c3cc2C(N)=O)c1	1.1	0.7%	6%	2%	-2.8%	-1.5%	6%	-5%	0.34	1396
Cc1ccnc(NC(=O)C2CCN(S(=O)(=O)c3cccc(C(F)(F)F)c3)CC2)c1	nt	0.7%	nt	17%	2.7%	nt	nt	-4%	nt	nt
Cc1ccc(NC(=O)COC(=O)c2ccc(OCc3c(C)noc3C)cc2)cc1S(=O)(=O)N1CCOCC1	1.1	0.6%	6%	-6%	2.2%	-0.6%	14%	-2%	-0.3	1426
O=C(c1cc2ccccc2cc1O)N1CCCC1	nt	-0.8%	nt	9%	3.5%	nt	nt	-4%	nt	nt
CCCNC(=O)CN(CCc1ccccc1)S(C)(=O)=O	1.1	-0.5%	-3%	1%	1.2%	0.6%	3%	-4%	-0.4	886
CC(=O)N1CCN(C(=O)CSc2cc(C)c(Br)cc2C)CC1	nt	-0.1%	nt	14%	2.9%	nt	nt	-7%	nt	nt
CC1CCc2ccc(F)cc2N1S(=O)(=O)c1cccs1 (centres undefined)	1	?	3%	4%	5.0%	-1.1%	7%	8%	0.38	1315
Cc1cc(C)n(CCNc2nc3nonc3nc2N2CCCCC2)n1	1	-0.4%	-3%	8%	0.1%	0.9%	6%	-10%	1.1	1444
O=C(NCCSc1ccc(Br)cc1)c1ccccc1	1.1	-0.7%	-2%	14%	2.9%	-1.0%	-11%	-3%	-0.08	1270
O=C(c1csc(Nc2cccc3ccccc23)n1)N1CCCC1	nt	0.1%	nt	15%	6.5%	nt	nt	-10%	-0.16	978
CN(CC(=O)Nc1cc(S(=O)(=O)N2CCCC2)ccc1Cl)Cc1cccs1	nt	0.1%	nt	23%	?	nt	nt	-10%	-0.08	1021
CCN(CC)S(=O)(=O)c1ccc(Cl)c(C(=O)OC)c1	1.1	-0.1%	9%	15%	0.3%	-4.0%	15%	10%	-0.13	1794
Cc1cc(C)c(S(=O)(=O)N(CC(=O)N2CCCC2)C2CCCCC2)c(C)c1	1	-1.3%	13%	2%	14%	-1.8%	13%	0%	0.86	1773
CC(=O)c1ccc(NC(=O)CNC2CCCCC2)cc1	nt	0.7%	nt	-4%	-1.2%	nt	nt	15%	nt	nt
Cn1nnnc1SCc1ccccc1F	1.1	-0.2%	6%	8%	0.0%	-1.7%	1%	-4%	-0.29	1337
CN(CC(=O)Nc1ccccc1F)Cc1cccs1	nt	-0.2%	nt	5%	1.4%	nt	nt	4%	nt	nt
COc1ccccc1N1CCN(C(=O)COc2cc(C)cc3oc(=O)cc(C)c23)CC1	nt	0.1%	nt	15%	3.1%	nt	nt	-4%	nt	nt
COc1ccc(/C=N/n2cnn(Cc3ccccc3Cl)c2=S)cc1OC	1.2	0.1%	11%	-3%	-0.3%	nt	7%	-2%	-0.02	1269
O=C(Nc1ccccc1)C(Cc1ccccc1)NC(=O)C12CC3CC(CC(C3)C1)C2 (centres undefined)	1.1	-0.5%	0%	-1%	1.2%	2.7%	-4%	7%	-0.33	1452
N#C/C(C(=O)N1CCOCC1)=C1/SC(Cc2ccc(F)cc2)C(=O)N1c1ccccc1 (centres undefined)	1.1	-0.1%	-3%	-26%	2.4%	-2.1%	-5%	-4%	0.17	1362
Cc1csc(SC(C)C(=O)NCC(=O)Nc2ccc(F)c(F)c2F)n1 (centres undefined)	1.1	-0.7%	1%	10%	0.0%	-1.3%	-3%	-8%	nt	nt
Cc1ccc(OCC(O)CNC(C)c2ccccc2)cc1C (centres undefined)	nt	0.1%	nt	3%	1.8%	nt	nt	-7%	nt	nt
Cc1ccc(-c2c(C)n([O-])c3c([n+]2=O)CCCCC3)o1	1.2	-0.3%	-2%	11%	2.1%	-0.4%	-1%	5%	0.7	1471
COc1ccc(C(=O)NCC(=O)OCC(=O)c2cc(OC)c(OC)c(OC)c2)cc1OC	1	-0.3%	6%	11%	0.2%	1.3%	5%	-12%	-0.43	1375
Cc1ccc(S(=O)(=O)N2CCOCC2)cc1NC(=O)CN1CCN(c2ccc(O)cc2)CC1	1	0.7%	54%*	5µM*	2.2%	0.1%	25%	-7%	-0.79	1327
COc1ccccc1C(C)NCC(=O)Nc1c(F)cccc1F (centres undefined)	1.1	-1.1%	0%	6%	1.7%	0.7%	0%	-7%	-0.55	1173
Cc1cc(C)n(CC(O)COc2ccc(C(C)C)c(C)c2)n1 (centres undefined)	nt	-0.5%	nt	9%	-2.0%	nt	nt	8%	nt	nt
CCOC(=O)c1c(CC(C)C)csc1NC=O	1	0.3%	0%	18%	-4.7%	-0.9%	3%	3%	-1.2	1424
Cc1nnc2ccc(N3CCCCC3)nn12	nt	0.4%	nt	20%	4.2%	nt	nt	-3%	nt	nt
COc1ccc(/C(N)=N/OC(=O)CCC2CCCC2)cc1OC	nt	-0.3%	nt	18%	1.1%	nt	nt	-6%	nt	nt
COc1ccc(N2CCN(Cc3nc4cc(Cl)ccc4c(=O)[nH]3)CC2)cc1	1.1	-0.1%	8%	9%	0.0%	-0.5%	0%	-3%	0.21	1506
COC(=O)c1cn(CCOc2ccc(C)cc2)c2ccccc12	1.1	-2.2%	5%	11%	?	2.0%	5%	-2%	1.1	935
COc1ccc(-n2nc(C(=O)NCC(=O)N3CC(C)CC(C)C3)c3ccccc3c2=O)cc1 (centres undefined)	nt	0.9%	nt	11%	0.8%	nt	nt	-1%	nt	nt
Cn1cnc([N+](=O)[O-])c1Oc1cccc(O)c1	1	-0.7%	-3%	13%	1.6%	-4.0%	0%	113µM*	-0.16	1215
O=C(NC1CCCC1)NS(=O)(=O)c1ccccc1Cl	1	-0.3%	-12%	-1%	1.1%	0.8%	-12%	6%	0.24	1080
COc1ccc(OC)c(S(=O)(=O)N(C)CC(=O)N2CCN(c3ccccc3F)CC2)c1	1.1	-0.2%	11%	14%	1.8%	-2.2%	13%	-3%	0.45	2030
CCOC(=O)C(C(=O)OCC)N(C#N)c1nc(OC)nc(N(C)C)n1	1.1	0.4%	0%	6%	0.6%	0.4%	9%	6%	0.27	904
CC(=O)N1CCN(S(=O)(=O)c2cccc(C(=O)OCC(=O)NC(=O)c3cccn3C)c2)CC1	1.2	-0.3%	-4%	1%	0.9%	-0.8%	-4%	25%	0.17	1383

Some of the entries so far, bar-delimited.
SMILES | TNAP activation fold | West Nile virus CPE | human PMI inhibitors | SV40 large T antigen | RSV antiviral HEp-2 | CSM14.1 death rescue | human PMI inhibition | Salmonella PhoP GFP | Ins promoter up | Ins promoter up cell count
COC(=O)c1cn(CCOc2ccc(C)cc2)c2ccccc12 | 1.1 | -2.2% | 5% | 11% | ? | 2.0% | 5% | -2% | 1.1 | 935
O=C(Nc1ccccc1)C(Cc1ccccc1)NC(=O)C12CC3CC(CC(C3)C1)C2 (centres undefined) | 1.1 | -0.5% | 0% | -1% | 1.2% | 2.7% | -4% | 7% | -0.33 | 1452

(list continues)
SMILES	TNAP activation fold	West Nile virus CPE	human PMI inhibitors	SV40 large T antigen	RSV antiviral HEp-2	CSM14.1 death rescue	human PMI inhibition	Salmonella PhoP GFP	Ins promoter up	Ins promoter up cell count
COc1ccc(C(=O)CSC2=C(C#N)C3(CCCCC3)C(C#N)=C(N)N2)cc1	1.1	0.5%	13%	7%	0.8%	1.4%	1%	6%	-3.2	1060
CCOC(=O)N(CC)OC(=O)Nc1ccc(Cl)cc1	1.2	0.3%	11%	6%	0.7%	-0.7%	10%	-5%	nt	nt
O=C(CCn1c(=S)oc2ccccc21)Nc1ccccc1Br	nt	-0.6%	nt	14%	-0.3%	nt	nt	4%	nt	nt
N#Cc1c(Nc2ccccc2)c(/C=N/NCCO)c[nH]c1=O	1.1	0.1%	-11%	17%	-0.9%	0.8%	-20%	-3%	-0.51	1135
O=C(O)CC1S/C(=N/N=C/C=C/c2ccccc2[N+](=O)[O-])NC1=O (centres undefined)	1	0.0%	18%	-6%	0.6%	8.6%	9%	26%	0.37	1282
COc1cc(CN2CCC(C)CC2)ccc1OCc1ccccc1	nt	-1.6%	nt	5%	1.7%	nt	nt	3%	nt	nt
Cc1ccc(S(=O)(=O)C2(C(=O)N3CCCCC3C)CC2)cc1 (centres undefined)	1	-0.8%	2%	7%	-0.5%	-1.9%	4%	-5%	0.16	1834
O=C(Cn1nc(C(F)F)cc1C(F)F)N/N=C/c1ccc2c(c1)OCO2	1	0.0%	-1%	1%	-0.1%	-0.7%	93%*	-6%	nt	nt
COc1ccc(NC(=O)c2cnc(SC)n2-c2ccc(F)cc2)c(OC)c1	nt	0.2%	nt	-1%	0.9%	nt	nt	-12%	nt	nt
O=C(Cc1ccc(Cl)cc1)NNS(=O)(=O)c1ccc([N+](=O)[O-])cc1	1.1	-0.6%	11%	5%	1.6%	-1.3%	19%	32%	0.83	1377
CN(NC(=O)c1ccccc1)c1ncc(C(F)(F)F)cc1Cl	nt	-0.2%	nt	8%	1.8%	nt	nt	-8%	0.88	1326
CCc1ccc(N2CC(C)Cn3c2nc2c3c(=O)n(CCN3CCOCC3)c(=O)n2C)cc1 (centres undefined)	1.1	0.0%	-1%	2%	1.2%	2.5%	4%	-4%	-0.34	1266
CCC1(C)N=c2c(c(=O)n(C)c(=O)n2C)=NO1 (centres undefined)	1.1	0.4%	2%	3%	-0.2%	0.7%	-2%	-9%	-0.97	882
O=C(CN1C(=O)COc2ccc(S(=O)(=O)N3CCCC3)cc21)Nc1cccc(F)c1	nt	0.2%	nt	-1%	2.1%	nt	nt	2%	nt	nt
Cc1cc(C(F)(F)F)nc(SCC(=O)Nc2nccs2)n1	nt	-0.2%	nt	1%	0.3%	nt	nt	-3%	nt	nt
CNC(=O)Nc1ccccc1F	1.2	1.4%	6%	-4%	1.8%	-0.6%	7%	3%	0.35	947

Screening data as filed in PubChem.
